# UDG counterscr = Primary qHTS assay for inhibitors of Activation Induced Cytidine Deaminase (AID): UDG Counterscreen signal | Uracil-DNA glycosylase | FRET deamination/UDG coupled assay, UDG read, 4 h | Potency, µM (highest dose often 115 µM), inactives show at the top dose activity change, negative = inhibition, actives largely listed as inhibitors | 0.14% of 91,000 active | AID 1347430, 2020; note: nearly all actives have a fitted effect of over 65% in size
# AID inh = Primary qHTS assay for inhibitors of Activation Induced Cytidine Deaminase (AID): AID signal; Single-stranded DNA cytosine deaminase (Homo sapiens), Q9GZX7; AID deamination FRET fluorescence, UDG-coupled, 4 h; Potency, µM (highest dose often 115 µM), inactives show top-dose activity change, negative = inhibition, actives largely listed as inhibitors; 0.32% of 91,000 active; AID 1347428, 2020; note: nearly all actives have a fitted effect of over 25% in size
# Target sequence (Q9GZX7 whole entry, looked up): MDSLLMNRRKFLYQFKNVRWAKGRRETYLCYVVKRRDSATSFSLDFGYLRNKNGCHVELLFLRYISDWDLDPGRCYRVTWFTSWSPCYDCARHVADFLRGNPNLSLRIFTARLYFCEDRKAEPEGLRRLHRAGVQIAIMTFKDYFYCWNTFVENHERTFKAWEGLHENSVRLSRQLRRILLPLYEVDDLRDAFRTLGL
# * hit, by the source's call; ? = inconclusive; & = joins results of further samples; [ ] = another dose, or the depositor's remark. Calls come from the whole dose curve; as a rule, active = well fitted curve in the direction sought with a large enough effect; inconclusive = small, poorly fitted or top-dose-only effect, or another doubt; inactive = no such curve, though single readings can be large; an effect the other way counts as inactive or inconclusive. % is set by controls: 0 for no effect and ±100 for the full control effect; potency is the fitted concentration of half-maximal effect. These rows are one share of the data; the hit share may differ from the screen's.
# Values run as follows: UDG counterscr | AID inh
Cc1ccc(C)c(N2CCN(C(=O)C3CCN(c4nc(-c5ccc(C(C)C)cc5)no4)CC3)CC2)c1
  0% | 3%
CCCCOc1ccc(C(=O)NCCc2csc3nc(-c4ccccc4F)nn23)cc1
  -19% | ?
CCOc1ccc(Nc2c3c(nc4nncn24)CCC3)cc1
  -2% | -15%
Cc1ccc(C2=NN(CCC(=O)NCCc3cccc(C)c3)C(=O)CC2)cc1
  -7%[57.5 µM] | -2%
CCOC(=O)c1cccc(NC(c2nnc(-c3ccccc3)o2)c2ccccc2F)c1 (stereo not given)
  ? | -7%
Cc1ccc(S(=O)(=O)NCC(=O)OCc2cc(=O)oc3c(C)c(C)ccc23)cc1C
  -13% | -16%
NC(N)=NC(N)=Nc1cccc(Cl)c1
  -10%&6% | 2%&4%
CCS(=O)(=O)c1cccc(C(=O)Nc2ccc(-c3nc4ccccc4s3)c(O)c2)c1
  4% | -22%
Cc1ccccc1CNC(=O)c1nn(-c2ccccc2F)nc1CO
  -2%[57.5 µM] | 2%
CCCCCCOc1ccc(C(=O)CCN(C)C)cc1
  -14% | -26%
Cc1cc(C(=O)OCC(=O)Nc2ccccc2C(C)C)c2ccccc2n1
  2% | 5%
Cn1nc(-c2ccc(OCC(=O)Nc3cccc(C(F)(F)F)c3)cc2)c2ccccc2c1=O
  5% | -4%
COc1ccc(C)cc1NC(=O)Cc1ccc(NC(=O)N2CCCCc3ccccc32)cc1
  6% | 12%
CCOC(=O)c1cc(S(=O)(=O)N2CCN(c3cccc(C)c3C)CC2)[nH]n1
  0% | -4%
COc1ccc(Nc2oc(-c3ccc(Cl)cc3)nc2C#N)cc1
  -12% | -7%
Cc1ccccc1NC(=O)COc1ccc2oc3c(c2c1)CCCC3
  2% | 5%
FC(F)(F)c1ccc(Cl)c(N/N=C/c2ccc(Cl)cc2)c1
  -14% | -25%
CCC(=O)N1c2ccccc2CC1C(=O)NCc1ccc(CC)cc1 (stereo not given)
  -10% | -6%
Cc1oc(-c2ccc(C(=O)N(C)Cc3ccccc3)cc2)nc1CN1CCc2ccccc21
  -19% | -10%
CCOc1ccc(C(=O)Nc2c(C)nc(Nc3ccccc3)nc2Nc2ccccc2)cc1OCC
  -2% | 3%
CSc1ccccc1NC(=O)CC1CC2CCC1C2 (stereo not given)
  2% | -5%
COc1ccc(CCC(=O)N(CC#N)C2CC2)cc1
  -11% | -3%
COc1cc(NC(=O)Cn2cc(S(=O)(=O)N3CCC(C)CC3)c3ccccc3c2=O)cc(OC)c1OC
  -19% | ?
Cc1cccc(CS(=O)(=O)Cc2ccc(C(=O)NCCc3ccccc3)o2)c1
  7% | 2%
COC(=O)c1c(C)[nH]c(C(=O)CSc2nncs2)c1C
  3% | 1%
COc1ccc(-c2nc3cc(NC(=O)Cc4ccc(Cl)cc4)ccc3o2)cc1OC
  -5% | -23%
Cc1ccc2nc(Cl)c3cc(C(=O)NCCCN4CCC(C)CC4)sc3c2c1
  -6% | 0%
CCOc1ccc(CCNC(=O)c2cc3c(=O)n(CC)c4ccccc4c3s2)cc1OCC
  -10% | -3%
COc1cccc(COC(=O)c2ccccc2C(=O)c2ccccc2)c1
  -8% | -11%
COC(=O)c1ccc(OCC2c3cc(OC)c(OC)cc3CCN2C(=O)C(C)C)cc1 (stereo not given)
  -12% | ?

# An excerpt from above in order of number of heavy atoms, rising.
# Values run as follows: UDG counterscr | AID inh
Cc1ccccc1NC(=O)COc1ccc2oc3c(c2c1)CCCC3
  2% | 5%
CCOC(=O)c1cc(S(=O)(=O)N2CCN(c3cccc(C)c3C)CC2)[nH]n1
  0% | -4%
Cc1ccc(S(=O)(=O)NCC(=O)OCc2cc(=O)oc3c(C)c(C)ccc23)cc1C
  -13% | -16%
Cn1nc(-c2ccc(OCC(=O)Nc3cccc(C(F)(F)F)c3)cc2)c2ccccc2c1=O
  5% | -4%

# Carrying on.
# Values run as follows: UDG counterscr | AID inh
COc1cc(C)c(NC(=O)c2ccc3c(c2)NC(=O)CCS3)cc1OC
  -2% | 19%
O=C(Nc1cccc(Cl)c1)c1nn(Cc2ccccc2)c(=O)c2ccccc12
  -11% | -16%
CCCCc1ccc(NC(=O)CSc2nnc3[nH]c(=O)cc(C)n23)cc1
  3% | ?
CCOC(=O)c1ccc(NC(=O)c2c(NCc3cc(OC)c(OC)cc3OC)sc3c2CCCC3)cc1
  -3% | 19%
Cc1ccc(CNC(=O)c2cnc(N3CCCCC3)c3ccccc23)cc1
  ? | ?
COC(=O)c1[nH]c2ccc(F)cc2c1NC(=O)CCN1CCC(C)CC1
  9% | -2%
CCc1ccccc1NC(=O)CC1CC2CCC1C2 (stereo not given)
  -5% | -1%
Cc1ccc(NC(=O)CC2Oc3ccccc3NC2=O)cc1C (stereo not given)
  6% | 2%
COc1ccc(OCCOC(=O)Cc2coc3cc(C)c(C)cc23)cc1
  -4% | -1%
NC(=O)C1CCN(Cc2ccc(C(F)(F)F)cc2)CC1
  -10% | -4%
CCOC(=O)COc1ccc(C)cc1C(=O)c1ccn2nc(-c3ccc(F)cc3)cc2n1
  4% | 10%
Cc1ccc2oc(C(=O)N(C)CC(=O)Nc3ccc(Br)cc3C)cc(=O)c2c1
  -12% | -3%
Cc1cccc(OCc2cc(=O)n3c(-c4ccccc4)csc3n2)c1C
  2% | 46%[activator]
Cc1c(Br)c(C(F)(F)F)nn1C(C)C(=O)N1CCN2CCCC2C1 (stereo not given)
  9% | 5%
CC1=CC(=C(C#N)C#N)CC(C)(C)C1
  7% | 23%
N#Cc1ccc(NCc2c(F)cccc2Cl)cc1
  2% | -11%
CCc1ccc(NC(=O)CN(c2ccc(Cl)cc2)S(=O)(=O)c2ccsc2C(=O)OC)cc1
  ? | 12%
Cc1ccc(NC(=O)Cn2c(=O)n(Cc3nc(-c4ccccc4)no3)c(=O)c3cc4c(cc32)OCO4)c(C)c1
  -16%[57.5 µM] | 17%
O=C(c1cccc(S(=O)(=O)NC2CC2)c1)N1CCN(c2ccccc2O)CC1
  -2% | -6%
O=C(Nc1oc2ccccc2c(=O)c1-c1ccc(F)cc1)c1ccc([N+](=O)[O-])cc1
  1% | 1%
COc1ccc(CNc2nc(C(=O)NCc3ccccc3OC)cs2)cc1
  -7% | -7%
CC(=O)c1c(C)[nH]c(C(=O)c2oc3ccc(Cl)cc3c2C)c1C
  -3% | -10%
Cc1nnc(N2CCC(C(=O)NCc3cccc(Cl)c3)CC2)c2nn(-c3ccccc3)c(C)c12
  -9% | ?
CCOC(=O)c1cc(-c2ccc(C)cc2)n(CC(=O)Nc2ccccc2F)c1C
  -1% | 4%
Cc1cnc2c(c1SCC(=O)Nc1ccc(F)cc1F)c(=O)n(C)c(=O)n2C
  11% | 14%
CC1=C(C(=O)Nc2ccccc2C(=O)NC(C)Cc2ccco2)SCCO1 (stereo not given)
  3% | -1%
COc1cc(NC(=O)Cn2cc(C(=O)c3ccc(F)cc3)c(=O)c3ccc(C)nc32)cc(OC)c1
  -3% | ?
COc1ccc(-c2ccc(CCC(=O)Nc3ccccc3OC)o2)cc1
  5% | -11%
CCn1cnc2c1c(=O)[nH]c(=O)n2Cc1ccccc1
  6% | -11%
Cc1ccc2[nH]cc(CCNC(=O)/C=C/c3ccccc3F)c2c1
  ? | -24%
O=C(Cn1cnc2sc3c(c2c1=O)CCC3)NC1CCS(=O)(=O)C1 (stereo not given)
  2% | 4%
COc1cccc(/C=C/c2ccc3cccc([N+](=O)[O-])c3n2)c1
  -7% | -8%
O=C(CCC1CCCCC1)Nc1ccc(Nc2ccccc2)cc1
  -4% | -5%
Cc1cc(C)n(C(C)CC(=O)NCc2ccc(N(C)C)cc2)n1 (stereo not given)
  4% | 8%
CCCCN(C)CCNC(=O)c1nn(-c2ccc(OC)cc2)c(=O)c2c1c1ccccc1n2C
  55%[activator] | -3%
Cc1ccc(Sc2c(C(=O)NCc3ccccc3C)[nH]c3ccccc23)cc1
  10% | 5%
Cc1cc(C)c(S(=O)(=O)Nc2cccc(S(=O)(=O)C3CCCC3)c2)c(C)c1
  5% | -2%
O=C1N(Cc2cccc(F)c2)CCCN1c1ccc(C(=O)N2CCc3ccccc32)cc1
  -7% | ?
COc1cc(/C=C(/C#N)C(=O)c2ccccc2)cc(Cl)c1OC
  -7% | -9%
COc1ccc(NC(=O)CSc2nc3ccccc3[nH]2)cc1
  1% | -4%
CCc1ccc(C2C(C(=O)Nc3ccccc3C)=C(C)Nc3nc(SCc4cccc(OC)c4)nn32)cc1 (stereo not given)
  -10%[57.5 µM] | -26%
COc1cccc(C2C(C#N)=C(N)OC3=C2C(=O)CC(C)(C)C3)c1 (stereo not given)
  6% | 3%
CC(C)c1cnc2c(c1SCC(=O)O)c(=O)n(C)c(=O)n2C
  1%[57.5 µM] | 6%
CCOCCCNCc1ccc(-c2ccccc2)o1
  -7% | 9%
CC(OC(=O)c1ccc(C#N)cc1)C(=O)NC(C)C1CC2CCC1C2 (stereo not given)
  -1% | -8%
CCN(C(=O)Cn1c(C(=O)OC)cc2oc3ccccc3c21)c1cccc(C)c1
  ? | ?
COC(=O)c1ccc(COc2ccc(/C=C/c3nc4c(ccc5ccccc54)s3)cc2)cc1
  -14% | -1%
Cn1c(-c2ccccc2)c(/C=N/Nc2ccc(S(=O)(=O)Nc3ccccc3)cc2[N+](=O)[O-])c2ccccc21
  -13% | -11%
CCN(CC)CCn1c(C)c(C)c2c1ncn1nc(-c3cccs3)nc21
  1% | -12%
Cc1ccc(-c2nnn(CCC(=O)Nc3sc4c(c3C#N)CCCCC4)n2)cc1
  2% | 7%
CCOc1ccc(C(=O)NCc2ccc3c(c2)CCN3C(=O)c2ccccc2)cc1
  ? | -15%
CC(C)c1ccc(OCc2nnc(SCc3csc(-c4ccccc4Cl)n3)n2C)cc1
  -5% | -25%
Cc1cccc(CC(CC(=O)O)C(=O)O)c1 (stereo not given)
  -2% | -3%
COc1cccc(C2NC(=O)c3n[nH]c(-c4cccs4)c32)c1 (stereo not given)
  7% | 20%
CC(CCO)Nc1nc2c(c(=O)n(C)c(=O)n2C)n1Cc1ccccc1F (stereo not given)
  13% | 7%
CCC(=O)N1N=C(c2ccccc2NS(C)(=O)=O)CC1c1ccco1 (stereo not given)
  -7% | -4%
Cc1ccccc1C(=O)OCC(=O)Nc1cc(F)cc(F)c1
  -12% | -7%
O=C(CCc1ccsc1)NCC1CCCC1
  0% | -2%
COc1ccc(S(=O)(=O)c2cn(C)c3ccc(C)cc3c2=O)cc1
  -3% | -1%
CCc1cccc(C)c1NC(=O)CN1C(=O)c2cccc3cccc1c23
  6% | -10%

# Going on with the list.
# Values run as follows: UDG counterscr | AID inh
COc1ccc(Cn2c(C(=O)O)c(CNCCc3ccccc3Cl)c3ccc(C)cc32)cc1
  -8%[57.5 µM] | -23%
CCC(=O)N1CCc2cc(Br)cc(S(=O)(=O)CCC(=O)Nc3cccc(C)c3C)c21
  -8% | -5%
COc1ccc2[nH]c3c(c2c1)CCN(C(=O)c1cccc(Cl)c1)C3c1ccc(F)cc1 (stereo not given)
  -13% | ?
COc1cc(CN(C(=O)COc2ccccc2Cl)c2ccccn2)cc(OC)c1OC
  -21% | -8%
Nc1nccnc1C(=O)NCCc1ccco1
  2% | 1%
CC(C)NC(=O)NC(=O)CN1CCCc2ccccc21
  1% | 15%
CCCCn1nc(C(=O)Nc2ccc(OC)c(OC(F)F)c2)c2ccccc2c1=O
  -4% | -7%
CCOc1ccc(CN=C2NS(=O)(=O)C(c3ccc(C)c(C)c3)=C2C)cc1
  7% | 0%
Cc1cccc(C(=O)Nc2c(C(=O)N3CCN(c4ccc(F)cc4)CC3)oc3ccccc23)c1
  -6% | ?
CN(Cc1ccccc1)C1CCN(Cc2ccccc2F)CC1
  -4% | -6%
Cc1cccc(-c2c(C(N)=O)c(C)nc3sc4c(c23)CCCC4)c1
  -10% | -5%
Cc1ccc(C(=O)COC(=O)CCCC(=O)Nc2cc(C(F)(F)F)ccc2Cl)cc1[N+](=O)[O-]
  -3% | -5%
Cc1ccc(NC(=O)C2CCCN(S(=O)(=O)c3c(C)n[nH]c3C)C2)cc1C (stereo not given)
  -12% | 9%
O=C(NCc1ccc2c(c1)OCO2)c1ccc(CN2CCc3ccccc3C2)cc1
  3% | -1%
O=C(O)c1ccc(Nc2nc(-c3ccccc3)c3cc(Br)ccc3n2)cc1
  -5% | ?
CCCC(NC(C)C(=O)O)C(=O)OCC (stereo not given)
  5% | 14%
O=C(c1cc2c(s1)-c1ccccc1OC2)N1CCN(c2ccc(F)cc2)CC1
  -5% | -27%
CCCn1cc(S(=O)(=O)c2cccc(Cl)c2)c(=O)c2cc(F)c(N3CCOCC3)cc21
  -12% | ?
COc1ccc(Cl)cc1CNCCSc1nnnn1-c1ccccc1
  0% | -13%
CC(=O)c1c(C)oc2ccc(N(C(=O)Oc3ccccc3)S(=O)(=O)c3ccc(Br)cc3)cc12
  0% | 12%
Cc1ccc(C(=O)NCCn2c(C)cc3ccccc32)cc1C
  -8% | -21%
Cc1nnc2c3ccccc3nc(Nc3ccccc3C(=O)O)n12
  13% | -18%
COc1cc(NC(=O)c2cc(-c3ccc(Cl)c(Cl)c3)on2)cc(OC)c1OC
  -20% | 7%
Cc1ccc(C(=O)Nc2cccc(C(=O)N(C)C)c2)cc1
  9% | 8%
COCCn1c(-n2nc(C)c(C)c2C)nc2c1c(=O)[nH]c(=O)n2C
  0% | 4%
CONC(=O)C(CC(C)C)NC(=O)c1ccc(Cl)cc1 (stereo not given)
  -4% | -9%

# Bioassay records (PubChem)
